# High-throughput results (PubChem)
# SR-BI DiI-HDL act – activators of SR-BI mediated HDL lipid uptake | activation, % at 12.5 µM | 320,000 compounds, 0.096% hits | AID 504775 | CHO ldlA[mSR-BI] cells, DiI-HDL uptake fluorescence, 3 h; 100 = double the neutral-control signal;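 active means mean replicate activation of at least 60% and every replicate at or above 60%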;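 further: 0% = median plate neutral-control signal and 100% = twice that signal; values of inactives mirror those of a sister screen read the other way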
#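 Material: SR-BI-overexpressing, LDLR-lacking CHO cells; schedule: compound exposure 3 h, 37 °C; reagent: DiI-labelled HDL at 10 µg/mL final; technique: bottom-read fluorescence, 550/595 nm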
# MITF act – increases MITF-driven TRPM1 promoter luciferase signal; 300,000 compounds, 0.75% hits; activation, % at 12.5 µM; SK-MEL-5 TRPM1-promoter luciferase, 24 h; % of positive control, neutral wells = 0;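 active means mean activation of at least 80% with every replicate also reaching 80%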;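 further: 0% = neutral control wells and 100% = parthenolide positive control wells; values of inactives mirror those of a sister screen read the other way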
# CAL PDZ FP-1 – blocks peptide binding to human CAL PDZ domain. 330,000 compounds, 0.02% hits. AID 504414. inhibition, % at 20 µM. purified CAL PDZ, TMR-peptide fluorescence polarization, 1 h;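 active means highest replicate inhibition of at least 40%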;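 further: plate controls were DMSO neutral control wells for no effect and unlabeled competitor peptide control wells for full effect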
#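 Material: tagged CAL PDZ domain; buffer or medium: 25 mM sodium phosphate pH 7.4, 150 mM NaCl, TCEP, IgG, Thesit; compound dosing: single point, 20 µM; schedule: 1 h incubation at room temperature before polarization reading; measured by: FP readout, S and P plane fluorescence; read-out basis: percent inhibition from loss of millipolarization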
# phage Ecoli inh – E. coli growth loss with phage present | growth absorbance | inhibition, % at 11.9 µM | 360,000 compounds, 0.26% hits | AID 651602; in the data active means inhibition above about 11%
# Wnt act – Wnt/beta-catenin pathway activation; activation, % at 9.35 µM; 300,000 compounds, 1.2% hits; Wnt/beta-catenin reporter cell assay, activator, plate reader; AID 743398; in the data active means activation above about 30%, passing the limit was not always enough;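 further: 0% = neutral control wells and 100% = positive control wells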
# Ecoli viability – counter-screen for AddAB inhibitors: E. coli growth inhibition; E. coli V3065 growth, OD600 absorbance, 18 h; inhibition, % at 11.9 µM; 330,000 compounds, 0.27% hits; AID 449728;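 active means inhibition above the campaign's mean inhibition across all tested compounds plus 3 SD, cut at about 9.9% in these data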;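 further: uninfected addAB+ strain grown without phage in ampicillin broth; 0% = DMSO wells and 100% = ciprofloxacin 0.95 µg/ml wells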
# SR-BI DiI inh – inhibitors of mouse SR-BI mediated HDL lipid uptake; 320,000 compounds, 0.96% hits; inhibition, % at 12.5 µM; ldlA[mSR-BI] CHO cells, DiI-HDL uptake fluorescence, 3 h; AID 488896; Q61009;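 active means mean replicate inhibition of at least 70% and a set share of replicates each scoring 70 or more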;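 further: 0% = median of neutral control wells and 100% = median of positive control wells; values of inactives mirror those of a sister screen read the other way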
# Target sequence (Q61009 whole entry, looked up): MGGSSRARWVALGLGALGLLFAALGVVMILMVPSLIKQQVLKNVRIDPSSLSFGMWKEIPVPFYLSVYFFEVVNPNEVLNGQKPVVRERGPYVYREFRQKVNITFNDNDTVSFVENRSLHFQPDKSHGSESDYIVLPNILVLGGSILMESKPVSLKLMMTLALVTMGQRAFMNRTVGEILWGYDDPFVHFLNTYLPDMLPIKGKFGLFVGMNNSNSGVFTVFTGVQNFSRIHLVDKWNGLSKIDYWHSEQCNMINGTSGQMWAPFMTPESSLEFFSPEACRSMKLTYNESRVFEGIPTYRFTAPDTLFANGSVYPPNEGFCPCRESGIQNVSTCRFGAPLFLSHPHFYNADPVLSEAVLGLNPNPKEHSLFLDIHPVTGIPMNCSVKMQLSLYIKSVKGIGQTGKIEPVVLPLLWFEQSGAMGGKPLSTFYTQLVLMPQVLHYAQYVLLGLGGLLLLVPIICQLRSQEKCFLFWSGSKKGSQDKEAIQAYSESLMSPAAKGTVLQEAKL
# CAL PDZ FP-2 – CAL PDZ (human) peptide binding inhibition; inhibition, % at 24.9 µM; 300,000 compounds, 0.92% hits; purified CAL PDZ, TMR-peptide fluorescence polarization, 1 h; AID 602252; Q9HD26;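 active means mean inhibition of at least 30% with at least half of replicates also reaching 30%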;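 further: 0% = DMSO neutral control and 100% = excess unlabeled competitor peptide PRC23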
# Tat export inh – inhibitors of E. coli Tat protein transport. E. coli MC4100 TorA-mCherry Tat export, fluorescence. inhibition, % at 10 µM. 340,000 compounds, 0.036% hits. AID 488895;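 active means mean replicate inhibition at least 50% and at least half of replicates individually reaching 50%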;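 further: exported cargo escapes ClpAP degradation while cytoplasmic cargo is degraded and loses fluorescence; 0% = median of neutral control wells and 100% = median of NaSCN control wells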
# AddAB inh – less growth of phage-infected E. coli with AddAB | E. coli expressing H. pylori AddAB, absorbance growth | inhibition, % at 11.9 µM | 330,000 compounds, 0.29% hits | AID 435030; in the data active means inhibition above about 12%;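 further: 0% = vehicle wells of infected cells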
# The depositor's hits bear a star; x = no result given.
SMILES,SR-BI DiI-HDL act,MITF act,CAL PDZ FP-1,phage Ecoli inh,Wnt act,Ecoli viability,SR-BI DiI inh,CAL PDZ FP-2,Tat export inh,AddAB inh
CCOC(=O)CNc1nc(OCC#N)nc(N2CCOCC2)n1,24,2,1.4,3.4,x,-1.0,-24,x,-5,0.7
CC1(C)O[C@@H]2[C@H](O1)[C@@H](CO)O[C@H]2n1c(N2CCCCC2)nc2c(N)ncnc21,-12,8,-0.1,1.7,2,0.2,0,-4,0,-2.1
CNc1nc(Nc2ccc(C)c(Cl)c2)c2cnn(C)c2n1,-40,-7,0.1,0.4,-2,-0.3,40,-5,2,0.7
CCCCCN(C(=O)CN(C)Cc1ccc(OC)cc1OC)c1c(N)n(CCCC)c(=O)[nH]c1=O,-1,3,0.4,3.7,x,-0.2,1,6,-4,-1.7
O=C(c1ccc(Cn2cc(Br)cn2)cc1)N1N=C(C(F)F)CC1(O)C(F)F (centres undefined),-27,14,-0.7,3.3,-3,0.0,27,-5,-8,1.2
C=CCN(CC=C)C(=O)Cc1ccc(F)cc1,15,x,-0.3,3.4,-7,0.1,-15,-5,-17,1.9
O=C(CN1CCN(S(=O)(=O)/C=C/c2ccccc2)CC1)Nc1ccc(N2CCOCC2)cc1,-32,-2,0.2,3.4,-1,1.7,32,x,4,0.8
Cc1cccc(C(=O)O/N=C(\N)c2ccc(Cl)cc2)c1,-3,27,-0.9,0.8,44*,0.5,3,-8,-4,0.2
Cn1c(-c2ccccc2F)cc2onc(-c3ccccc3)c2c1=O,-9,-2,-1.3,2.5,28,-0.4,9,-2,4,3.1
COC(=O)c1c(C)nc(C)c(C(=O)OC)c1-c1ccc(OC)c(OC)c1,18,1,-1.3,4.3,0,0.3,-18,x,0,2.9
Cc1cc(C)n(-c2ccc(NC(=O)C3CCCCN3C(=O)c3cc(C)oc3C)cc2)n1 (centres undefined),-12,-6,-1.3,0.4,1,0.5,12,3,-3,3.4
O=C(Cc1cccc(C(F)(F)F)c1)Nc1ccc(S(=O)(=O)N2CCCC2)cc1,-9,3,-0.1,5.4,-4,3.7,9,-1,-1,3.1
Cc1ccccc1OCCC(=O)N1CCN(S(=O)(=O)c2ccc(F)cc2)CC1,50,-6,-2.4,1.0,1,2.1,-50,-1,5,3.3
COc1ccc(NC(=O)CSc2nc3ccccc3c(=O)n2CCCC(=O)NCC2CCCO2)c(OC)c1 (centres undefined),-21,-3,-1.6,1.4,1,-0.6,21,-2,-4,0.5
C=C(C)COc1ccc2c(C)c(CC(=O)N3C[C@H]4C[C@@H](C3)c3cccc(=O)n3C4)c(=O)oc2c1C,-14,x,0.8,-0.8,-2,-1.7,14,-1,2,1.2
CCOC(=O)c1c(C)c(C#N)c2c3ccccc3ccn12,x,17,0.0,3.1,x,1.0,x,0,-9,-1.9
COc1ccc(N=C2C(=Nc3ccc(OC)cc3)N(c3ccc(N(C)C)cc3)C(=S)N2c2ccc(OC)cc2)cc1,-6,9,-1.9,-0.2,-1,-0.7,6,-3,-6,0.9
COc1ccc(CN2C(=O)C(=O)N(CC(N)=O)C2=O)cc1,7,21,0.4,6.5,x,0.9,-7,-4,-2,2.6
COC(=O)c1cc(C(=O)OCC(=O)c2ccc[nH]2)cc([N+](=O)[O-])c1,-15,3,-0.5,9.9,-2,-3.2,15,-1,-1,1.3
CO/N=C/C(c1ccc(Cl)nc1)S(=O)(=O)c1ccccc1 (centres undefined),-14,12,-0.6,2.2,4,-0.4,14,0,-2,-2.9
CCOc1ccc(S(=O)(=O)NCCSCc2ccco2)cc1,x,-11,-2.0,2.2,2,-2.6,x,-7,0,1.5
COCCNc1cc(N)c([N+](=O)[O-])cc1[N+](=O)[O-],-5,3,-0.4,3.0,-2,0.2,5,3,3,3.8
COc1ccc(CCN2C(=NC(=O)CC(C)C)SC3CS(=O)(=O)CC32)cc1 (centres undefined),4,3,-0.6,-0.2,-1,-0.1,-4,-5,7,2.1
COC(=O)C1=C(CS(=O)(=O)c2cc(Cl)ccc2OC)NC(=O)NC1c1ccc(O)c(OC)c1 (centres undefined),22,3,-1.5,-1.0,1,-1.7,-22,-6,-12,4.8
COc1cccc(CN(C)CC2CCCN(CCc3ccc(Cl)cc3)C2)c1OC (centres undefined),7,-6,0.2,1.5,-4,0.7,-7,-1,-7,3.7

# The listing continues.
SMILES,SR-BI DiI-HDL act,MITF act,CAL PDZ FP-1,phage Ecoli inh,Wnt act,Ecoli viability,SR-BI DiI inh,CAL PDZ FP-2,Tat export inh,AddAB inh
NC(=O)CSc1oc(-c2ccco2)nc1S(=O)(=O)c1ccc(Cl)cc1,18,-11,-2.5,x,x,-2.8,-18,-5,-1,2.0
O=C(Nc1ccc(Cl)cc1)Nc1nc(-c2ccccc2)cs1,-25,7,-0.5,5.6,-1,0.9,25,x,-5,-1.5
Cc1cc(Cl)ccc1C(=O)C1CCCN(C(=O)c2nonc2C)C1 (centres undefined),-13,3,-0.3,2.3,1,0.0,13,-5,5,1.8
CCn1c(SCC(=O)OC2CCCCC2)nnc1-c1ccncc1,-1,x,-0.9,1.0,-3,-0.1,1,16,-5,-0.3
COc1ccccc1NC(=O)C(C)Sc1nnnn1C (centres undefined),22,1,-0.3,2.1,-5,0.7,-22,1,-6,-0.3
O=C(CNS(=O)(=O)c1ccc2ccccc2c1)OCc1csc(-c2ccccc2)n1,36,-9,-1.5,0.5,2,0.3,-36,-4,6,3.3
COc1cc2c(cc1OC)C(c1cccc(Cl)c1)CC(=O)N2 (centres undefined),-9,11,-3.7,3.6,-1,x,9,x,12,x
CCOC(=O)c1nnn2c1nc(N1CCN(c3ccccc3)CC1)c1ccccc12,-38,x,0.3,1.1,2,1.3,38,-2,-4,-1.1
CCN(CC(=O)Nc1ccc(NC(C)=O)cc1)C(=O)C1(c2ccccc2)CC1,3,7,-0.9,0.9,-3,-1.8,-3,2,3,0.8
CC1CC(C)CN(C(=O)COC(=O)c2cc3ccccc3oc2=O)C1 (centres undefined),0,14,0.1,3.2,14,1.0,0,x,10,-0.6
CCn1c(SCC(=O)OCc2ccccc2)nc2c1c(=O)n(C)c(=O)n2C,-4,1,x,2.2,2,-1.0,4,0,0,-1.9
Cc1ccc(C)c(CN2C(=O)COc3ccccc32)c1,-25,x,0.4,-2.0,-2,0.9,25,-7,1,5.1
Cc1ccc(S(=O)(=O)N2CC(O)CC2C(=O)OCC(=O)Nc2ccc([N+](=O)[O-])cc2C(F)(F)F)cc1C (centres undefined),-2,-5,-1.9,2.5,-3,-0.2,2,x,4,0.2
CC(C)n1cc(CN2CCC(n3nccc3NC(=O)Cc3ccccc3)CC2)cn1,13,-11,-1.6,1.2,1,-1.0,-13,-3,-6,-0.1
CC(C)(C)NC(=O)c1oc2ccccc2c1COc1ccccc1,-11,4,-1.2,1.9,-3,-0.3,11,-3,17,6.5
C=CCN(CC=C)C(=O)COn1nnc2ccc(S(=O)(=O)N3CCOCC3)cc21,-17,11,-0.7,1.4,0,2.8,17,-3,21,0.5
COc1cccc(C(=O)/C(C#N)=N/Nc2cccc(-c3ccnc(C)n3)c2)c1,-6,-6,1.4,-0.7,3,0.7,6,1,0,2.1
COc1ccc(OC(C)C(=O)N2CCc3ccccc3C2)cc1 (centres undefined),1,x,-3.4,-0.5,x,1.3,-1,-2,4,1.8
CC(C)(C)C(=O)NC1CCN(S(=O)(=O)c2ccccc2F)CC1,-14,6,-0.1,4.2,-2,-2.0,14,-4,7,-1.7
COCCCNc1nc(-c2ccc(Cl)cc2)nc2ccccc12,-86,x,-1.3,0.6,0,-0.9,86*,-6,4,0.2
O=C(CN(C(=O)CCC(=O)Nc1nccs1)c1ccc2c(c1)OCO2)NCc1ccccc1,x,4,-0.3,0.9,-1,1.4,x,2,-2,2.5
C#CCSc1nnc(-c2cccc3ccccc23)o1,-12,-5,-1.5,3.3,x,-0.1,12,x,5,0.1
C=C(C)Cn1c(CCCNC(=O)CC)nc2ccccc21,-2,6,-0.3,1.1,x,-1.7,2,0,-7,-0.4
O=C(CCc1nnc(C2(c3ccc(Cl)cc3)CCC2)o1)N1CCCC1,6,43,-3.3,2.4,29,-0.8,-6,-2,3,3.0
CC1(c2ccc3ccccc3c2)NC(=O)N(CC(=O)O)C1=O (centres undefined),x,0,-0.9,0.5,-2,-3.0,x,x,-4,0.5

# Entries listed above shown as hits in Wnt act.
Molecule	SR-BI DiI-HDL act	MITF act	CAL PDZ FP-1	phage Ecoli inh	Wnt act	SR-BI DiI inh	CAL PDZ FP-2	Tat export inh	AddAB inh
Cc1cccc(C(=O)O/N=C(\N)c2ccc(Cl)cc2)c1	-3	27	-0.9	0.8	44*	3	-8	-4	0.2

# 3 of the entries above in order of their number in SR-BI DiI-HDL act, falling:
structure | SR-BI DiI-HDL act
COc1ccccc1NC(=O)C(C)Sc1nnnn1C (centres undefined) | 22
COc1cc2c(cc1OC)C(c1cccc(Cl)c1)CC(=O)N2 (centres undefined) | -9
O=C(Nc1ccc(Cl)cc1)Nc1nc(-c2ccccc2)cs1 | -25

# Next part:
SMILES,SR-BI DiI-HDL act,MITF act,CAL PDZ FP-1,phage Ecoli inh,Wnt act,Ecoli viability,SR-BI DiI inh,CAL PDZ FP-2,Tat export inh,AddAB inh
CCOc1ccc(C(=O)N2CCc3ccccc32)cc1,3,x,-0.6,3.2,-1,-0.3,-3,-4,-4,-0.3
O=C(NCc1ccc(F)cc1)C1(S(=O)(=O)c2ccc(Cl)cc2)CC1,5,3,-2.2,-0.1,1,-1.3,-5,0,0,-0.8
CN(CC(=O)Nc1cccc(F)c1)C(=O)c1ccccc1Sc1ccccc1C#N,-28,-8,-0.8,0.1,-1,0.3,28,-6,13,1.3
CC(C)c1ccc(NC(=O)c2n[nH]c(=O)c3ccccc23)cc1,2,39,-1.3,4.4,9,x,-2,35*,-1,x
CCCN(CCC)C(=O)CSc1nc2ccccc2c(=O)n1CC1COc2ccccc2O1 (centres undefined),-4,x,-0.4,2.6,-12,0.8,4,-3,-10,3.1
O=C(CCCNS(=O)(=O)c1cccc2nsnc12)NCc1ccc(F)cc1,-11,5,0.8,2.0,x,-0.2,11,-2,3,2.5

# A section from further up, as a working copy:
SMILES,SR-BI DiI-HDL act,MITF act,CAL PDZ FP-1,phage Ecoli inh,Wnt act,Ecoli viability,SR-BI DiI inh,CAL PDZ FP-2,Tat export inh,AddAB inh
CCCN(CCC)C(=O)CSc1nc2ccccc2c(=O)n1CC1COc2ccccc2O1 (centres undefined),-4,x,-0.4,2.6,-12,0.8,4,-3,-10,3.1
O=C(CCCNS(=O)(=O)c1cccc2nsnc12)NCc1ccc(F)cc1,-11,5,0.8,2.0,x,-0.2,11,-2,3,2.5

# Compound profiles, from the list above. Order of values: SR-BI DiI-HDL act	MITF act	CAL PDZ FP-1	phage Ecoli inh	Wnt act	Ecoli viability	SR-BI DiI inh	CAL PDZ FP-2	Tat export inh	AddAB inh
# CC(C)c1ccc(NC(=O)c2n[nH]c(=O)c3ccccc23)cc1 reads 2	39	-1.3	4.4	9	x	-2	35*	-1	x
# O=C(NCc1ccc(F)cc1)C1(S(=O)(=O)c2ccc(Cl)cc2)CC1 reads 5	3	-2.2	-0.1	1	-1.3	-5	0	0	-0.8
